# Apaf-1 inh – inhibitors of human Apaf-1 apoptosome; reconstituted apoptosome caspase-3 activity, DEVD-Rh110 fluorescence; inhibition, % at 20 µM; AID 489030; 330,000 tested, 0.71% active; O14727; active means inhibition of at least 40% at 20 µM;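 further: plate controls were DMSO wells for no effect and DEVD-CHO caspase inhibitor wells for full effect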
#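 System – cell-free apoptosome with Apaf-1, procaspase-3 and caspase-9 · Buffer or medium – pH 7.5 Hepes buffer with CHAPS, BSA, DTT · Also added – cytochrome c with DEVD-Rh110 · Times – 30 min compound preincubation, 50 min activation, room temperature · Technique – Rh110 fluorescence intensity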
# CCR6 antag – antagonists of human CCR6 receptor | CHO-K1 CCR6 PathHunter beta-arrestin, luminescence, CCL20-stimulated | inhibition, % at 20 µM | 340,000 tested, 0.49% active | AID 493098;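 active means compounds whose inhibition of the agonist-driven luminescence signal at 20 µM reaches about 50%, limit read from the data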;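 further: cells stimulated with CCL20 at 14 nM final; plate controls were DMSO with CCL20 for no effect and DMSO without agonist for full effect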
# Jurkat NFkB inh – inhibitors of the PMA/ionomycin-induced NF-kB reporter in Jurkat cells. AID 435003. 330,000 tested, 0.53% active. inhibition, % at 4 µM. PMA/ionomycin-induced NF-kB luciferase reporter, luminescence
# 697 NFkB inh – inhibitors of the PMA/ionomycin-induced NF-kB reporter in 697 B cells. 330,000 tested, 0.33% active. inhibition, % at 4 µM. AID 435022. 697 B-cell NF-kB luciferase reporter, 16 h; in the data active means inhibition above about 35%
# UBC13 polyUb – human UBC13 polyubiquitination inhibition. P61088. UBC13 polyubiquitin chain formation, TR-FRET. inhibition, % at 20 µM. 330,000 tested, 0.47% active; in the data active means inhibition above about 45%, passing the limit was not always enough; inconclusive means no clear call, values can overlap the other calls
# SENP8 block – SENP8 protease inhibition. Q96LD8. purified SENP8, Z-RLRGG-aminoluciferin cleavage, luminescence. inhibition, % at 10 µM. AID 2540. 330,000 tested, 1.2% active
# EBI2 antag – blocks human EBI2 receptor beta-arrestin signaling; P32249; EBI2 beta-arrestin recruitment, luminescence, 7a,25-OHC stimulated; inhibition, % at 5 µM; 360,000 tested, 0.81% active; in the data active means inhibition above about 38%;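 further: enzyme fragment complementation signal reports receptor beta-arrestin coupling in cells; 0% = agonist plus DMSO wells and 100% = wells without agonist; some results beyond the cut were filed as inactive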
# Gli-Sufu block – antagonists of Gli-Sufu signaling; Sufu-KO-LIGHT fibroblasts, Gli luciferase reporter luminescence; inhibition, % at 5 µM; 340,000 tested, 0.74% active; AID 588413;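 active means inhibition above about 55%, limit read from the data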;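 further: 0% = DMSO-treated cells and 100% = wells with medium but no cells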
# Numbers without * were called inactive; ? = inconclusive. Unless noted, no stated cut-off is given here; in the data, active means inhibition above about 50%; inactive means the rest. Some of the compounds tested. The share of hits here may be higher or lower than overall.
mol	Apaf-1 inh	CCR6 antag	Jurkat NFkB inh	697 NFkB inh	UBC13 polyUb	SENP8 block	EBI2 antag	Gli-Sufu block
CCC(=O)N1CCN(c2ccccc2NC(=O)Cc2ccccc2)CC1	4.2	24.0	-14.5	18.1	7.0	1.4	14.9	-1.0
COc1ccc(Cc2nnc(NC(=O)Cc3cccs3)s2)cc1OC	12.4	12.1	6.2	-21.9	7.7	9.1	-5.9	-35.2
NS(=O)(=O)c1cccc(NC(=O)CCSc2ccccc2Cl)c1	0.1	-0.7	-25.2	-22.5	10.7	18.0	-3.9	-8.0
Cc1cc2[nH]c(=O)cc(-c3ccccc3)n2n1	2.2	-0.3	-7.6	-8.8	10.3	23.9	0.2	-12.5
CCOC(=O)C1CCN(C(=O)c2ccc(C)c(S(=O)(=O)N3CCCC3)c2)CC1	5.1	12.5	-12.4	-4.3	2.9	-0.4	5.5	-4.8
CCCC(c1nnnn1C1CCCC1)N1CCN(c2ccccc2F)CC1 (stereo unspecified)	21.4	1.9	-5.6	-30.5	-11.8	-1.9	5.8	12.3
O=C1c2cccc3cccc(c23)C(=O)N1CCc1ccccc1	14.4	2.2	-37.7	-70.2	51.3*	0.0	25.9	-41.9
COc1cccc(OCc2ccc(C(=O)NCC3CCCO3)cc2)c1 (stereo unspecified)	-4.5	-2.1	-12.5	-40.1	-4.6	2.8	-22.6	-5.6
CCOc1ccc(C(=O)c2ccccc2C(=O)O)cc1OCC	-2.1	9.9	7.3	-6.6	8.0	-0.7	-16.1	-2.2
NS(=O)(=O)c1cccc(NS(=O)(=O)c2ccc(/C=C/C(=O)O)cc2)c1	-11.0	11.9	-7.7	-12.0	-6.7	-9.2	-3.9	16.3
CCOc1cc(C)c(Cl)cc1S(=O)(=O)N(C)C	6.4	15.7	-5.9	5.8	-2.0	-7.4	-5.3	-2.3
CCOC(=O)Cc1c(C)nc2c(-c3ccc(Cl)cc3)c[nH]n2c1=O	11.6	31.6	-1.9	1.9	8.3	-3.8	-8.8	11.1
COCCN(C(=O)c1csnn1)C(C(=O)NC1CCCCC1)c1sccc1C (stereo unspecified)	4.4	-15.1	7.4	2.6	4.4	1.3	3.7	3.1
Clc1nnc(NN=C2CCCC2)c2ccccc12	-7.7	14.1	-8.3	22.0	2.4	1.2	-23.2	-1.7
COc1ccccc1NC(=O)N(CCN1CCOCC1)Cc1cc2cc(C)cc(C)c2[nH]c1=O	3.5	9.3	-3.4	11.6	8.5	-2.4	-2.1	10.1

# 3 of the entries above in order of the 697 NFkB inh value, falling.
Compound	697 NFkB inh
CCOc1cc(C)c(Cl)cc1S(=O)(=O)N(C)C	5.8
CCOC(=O)Cc1c(C)nc2c(-c3ccc(Cl)cc3)c[nH]n2c1=O	1.9
CCOc1ccc(C(=O)c2ccccc2C(=O)O)cc1OCC	-6.6

# The list goes on:
mol	Apaf-1 inh	CCR6 antag	Jurkat NFkB inh	697 NFkB inh	UBC13 polyUb	SENP8 block	EBI2 antag	Gli-Sufu block
CCOC(=O)c1sc(/N=C/N(C)C)nc1C	-3.6	6.2	-4.0	4.1	-0.4	-4.8	-3.5	-0.6
Cc1cccc(C)c1OCC(=O)Nc1ccccc1C(F)(F)F	0.5	10.0	-7.0	15.1	7.5	-0.1	-2.5	-15.7
Cc1ccc(-n2c(-c3cnccn3)n[nH]c2=S)c(Br)c1	-15.3	-0.5	-6.8	22.4	-5.2	-7.2	-0.1	-29.8
COc1ccc(C2CC(c3ccccc3OC(C)=O)=NN2C(C)=O)cc1 (stereo unspecified)	4.5	5.5	-29.2	-1.3	1.8	-7.4	-5.7	-7.9
COc1ccc(OC)c(C(=O)COC(=O)c2cccnc2SC)c1	15.6	22.2	3.4	7.6	13.4	6.8	15.5	1.9
O=C(CN1CCCc2ccccc21)N/N=C/c1ccc(O)cc1O	-3.7	-7.6	-11.9	-58.2	-18.2	-8.7	-2.7	-7.8
CC(NS(=O)(=O)c1ccc2c(c1)C(C)(C)C(=O)N2C)c1ccccc1 (stereo unspecified)	-4.6	-12.6	-5.5	-4.1	4.8	3.1	-4.0	-0.1
COc1ccc(NC(=O)Cn2c3ccccc3c3nc4n(c(=O)c32)CCS4)cc1OC	-13.1	1.2	-8.6	7.4	3.0	6.5	15.4	4.7
Cc1cccn2c(CNC3CCCc4ccccc43)c(C(=O)N3CCCCC3)nc12 (stereo unspecified)	5.9	0.8	-3.5	-7.0	14.6	-1.4	8.4	26.9
Cc1cccc(S(=O)(=O)c2c(N)n(/N=C/c3ccccc3)c3nc4ccccc4nc23)c1	-6.8	7.3	5.6	8.1	-5.2	1.1	17.4	0.7
C/C(=N/NC(=O)C1CCCCC1)c1ccc([N+](=O)[O-])cc1	1.1	-11.8	-5.5	-4.9	6.5	-1.6	-6.6	-5.4
CCN(C(=O)c1ccc(N2CC3CC(C2)c2cccc(=O)n2C3)c(NC(=O)c2ccncc2)c1)c1cccc(C)c1 (stereo unspecified)	-1.6	-9.7	-4.2	-7.8	-1.5	3.5	-17.2	0.7
COc1ccc(CCC(=O)NC(C)C)cc1	-8.7	-1.9	3.3	3.3	21.4	-13.5	-3.2	-1.7
COC(=O)c1ccc(CN2CCN(CC=C(C)C)C(CCO)C2)cc1 (stereo unspecified)	-4.4	17.1	-21.0	-56.5	-17.3	-9.2	10.2	9.0
O=C(CSc1ncnc2c1cnn2-c1ccc(F)cc1)NCC1CCCO1 (stereo unspecified)	2.5	1.0	25.3	-7.6	?	23.7	0.0	2.7
COc1cc(OC)cc(C(=O)NCC2CCCN(Cc3cccc(C(C)=O)c3)C2)c1 (stereo unspecified)	1.7	-1.1	-4.8	-2.8	2.6	8.9	-3.2	16.6
O=C(CCc1ccccc1)Nc1ncn[nH]1	-12.5	32.5	5.2	-3.6	-2.9	-2.2	-4.2	-3.0
Nc1ccc(C(=O)Nc2ccc(Nc3ccncc3)cc2)cc1	-14.6	3.4	-9.9	4.5	32.7	-7.1	-12.5	-5.8
COc1ccc(Cl)c2sc(N(CCN(C)C)C(=O)CCS(=O)(=O)c3ccc(C)cc3)nc12	24.6	10.3	13.3	13.3	38.0	9.4	-0.9	0.8
Nc1nc(NCc2ccco2)nc(N2CCN(Cc3ccccc3)CC2)c1[N+](=O)[O-]	13.6	23.3	0.6	-8.1	-0.7	-4.2	-7.4	11.9
O=C(NCc1ccccc1CN1CCCC1)c1ccc(OCc2cscn2)cc1	-0.1	11.2	0.0	0.5	9.2	-2.4	-4.2	4.9
COc1ccccc1C(=O)Nc1nnc(S(=O)(=O)N2CCC(C)CC2)s1	14.8	12.9	8.7	-28.5	-2.3	-3.5	-6.4	-14.6
O=C(NCCc1ccncc1)Nc1ccc(Cl)cc1	3.5	6.8	-14.5	-2.6	5.0	1.4	-2.2	1.7
CCOC(=O)c1c(NC(=O)C2=C(C)NC(=S)NC2c2ccccc2C(F)(F)F)sc(C)c1C (stereo unspecified)	13.1	-5.2	9.6	-9.3	14.7	-8.1	41.1	-0.5
Cc1c([N+](=O)[O-])cc(C(=O)Oc2ccc(Br)cc2C(=S)N2CCCCC2)cc1[N+](=O)[O-]	5.4	13.8	-7.4	-6.9	-22.4	-9.4	1.1	10.3
CN1CCN(S(=O)(=O)c2cccs2)CC1	3.8	13.8	-4.7	19.2	5.8	-1.5	-14.8	-8.9
CS(=O)(=O)Nc1ccc(C(=O)Nc2ccc3c(c2)OCO3)cc1	-58.1	11.1	-15.5	-4.7	-1.0	2.4	-2.5	-15.5
COc1ccc(CN2CC(C(=O)NCCc3ccc(C)cc3)CC2=O)cc1 (stereo unspecified)	-16.9	-21.0	-1.8	13.3	22.9	-0.2	4.8	0.4
S=c1[nH]nc(Cc2ccccc2)n1-c1ccccc1	2.0	-16.8	-9.5	-16.6	-16.2	-6.9	-3.8	-0.3
O=C(NC(=S)N1CCN(c2ccccc2)CC1)c1ccc(S(=O)(=O)N2CCOCC2)cc1	3.0	7.8	2.6	2.7	-11.7	-7.2	2.5	-5.1
O=C(c1ccc(S(=O)(=O)N2CCOCC2)cc1)N1CCN(c2cccc(Cl)c2)CC1	3.2	8.8	9.4	23.0	11.3	-5.9	11.9	2.9
CCCN(/C=N/c1sc2c(c1C#N)CCCCC2)CCC	24.7	27.4	-5.9	17.5	-1.5	7.6	9.0	0.0
CN1CCN(C(=O)c2ccc(CSc3ccc(Cl)cc3)cc2)CC1	-2.7	14.9	-13.3	-13.1	7.4	8.5	3.7	16.4
Cc1cccc(OCC(=O)NNC(=O)c2ccc3nc[nH]c3c2)c1	-11.0	-1.6	5.1	0.4	16.4	1.3	2.6	-12.5
CCOC(=O)N1CCN(C(=O)C2CCC(=O)N(CCc3ccccc3)C2)CC1 (stereo unspecified)	3.7	1.5	5.1	1.4	1.1	-5.0	-6.9	5.4
COCCn1c(C)cc2c(c1=O)C(c1ccccc1F)C(C#N)=C(N)O2 (stereo unspecified)	-4.1	4.6	4.3	29.1	4.7	-5.4	-2.3	8.6
CCOc1ccc(C(=O)Nc2ccccc2N2CCCC2)cc1	6.5	-2.9	-11.4	-23.2	-3.3	4.6	-5.7	-23.3
Cc1cc2nc(C)n(CCCNC(=O)Nc3cccc4ccccc34)c2cc1C	3.5	2.1	-4.2	-24.6	16.8	3.8	5.9	52.7
COc1cccc(NC(=O)COc2cc(O)c3c(c2)OC(C)(C)CC3=O)c1	10.8	-2.9	-57.0	-8.6	0.0	-7.5	0.7	-4.2
O=C(COc1ncnc2cc([N+](=O)[O-])ccc12)NC1CCCCC1	-8.9	-4.4	8.6	-1.6	-11.1	0.1	-6.1	-4.4
CC(=O)N1CCc2cc(S(=O)(=O)NCCC(=O)NC3CCCc4ccccc43)ccc21 (stereo unspecified)	-2.7	0.3	-7.2	-5.7	-3.3	-12.1	-9.3	9.1
COc1ccccc1NC(=S)N(Cc1ccc(Cl)cc1)CC1CCC(C(=O)O)CC1 (stereo unspecified)	9.3	-1.5	-9.2	3.8	-19.0	-6.8	1.3	6.0
Cc1occc1C(=O)NNC(=O)C1CCCC1	6.5	4.5	12.0	8.1	-12.0	-9.5	-6.3	-2.9
CCC(=O)NC(c1cc(Cl)c2ccccc2c1O)C(C)C (stereo unspecified)	9.7	-2.4	1.3	4.3	70.9*	-4.8	-9.7	27.6
O=S(=O)(NCCc1ccccc1)c1cnc(Cl)c(Br)c1	8.8	-14.4	6.2	14.5	3.6	1.0	-0.6	-1.2
Cc1ccc(N2C(=O)/C(=C/c3ccco3)SC2=S)cc1	-0.4	5.5	7.4	-26.3	-2.3	3.7	-1.3	-15.8
CCN1CCCC1CNC(=O)Cn1cc2c(n1)CCC(C)C2 (stereo unspecified)	3.0	-7.5	4.1	2.4	6.1	1.7	-8.1	-1.9
Cc1ccc(Nc2nc3ccccc3s2)cc1	8.7	10.7	-152.6	-287.6	-0.5	72.4*	-2.9	-71.2
Cc1ccccc1C(=O)NNC(=S)NC(=O)c1ccccc1	0.0	37.9	-8.6	9.3	-23.7	-11.0	-0.8	-8.7
O=C(NCCCN1CCCC1=O)c1cccnc1	-11.2	9.9	-10.4	-24.3	10.4	-1.9	0.9	-2.6
CCOc1cc(N2CCOCC2)c(OCC)cc1NC(=O)C1CCCC1	0.8	2.8	-5.2	-19.2	-4.4	-5.8	3.3	7.9
CCOC(=O)C1(CCCc2ccccc2)CCN(CCCn2cccn2)CC1	-7.4	8.2	9.5	-15.3	9.6	-0.5	-1.9	25.8
O=c1[nH]c2cc3c(cc2cc1C(c1nnnn1Cc1ccccc1)N1CCN2CCCC2C1)OCCO3 (stereo unspecified)	5.0	-2.4	0.8	3.1	2.1	0.0	2.4	-0.2

# Assay outcomes (PubChem)
